CCT chaperon mod: cytosolic chaperonin activity modulation; purified chaperonin ATPase assay, HTRF ADP detection, 30 min; activity change, % (no concentration beside the values), hits read low; hit rate 0.3% among 360,000; AID 651819; in the data active means activity change below about -30%; further: on the % scale 0 is the no-effect control and ±100 the full control effect
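TRiC (40 or 20 nM final, by batch activity) in 30 mM Tris pH 7.4, 100 mM KCl, 5 mM MgCl2, 1 mM DTT was treated with compound at 76 uM single dose, then 10 uM ATP, 30 min at 37 °C. ADP was read by HTRF Transcreener.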
EPAC1 agonist: EPAC1 (human) agonism; EPAC1 agonist qHTS, biochemical assay; response scale: 100% = response to 6.5 mM cAMP; Potency, µM (series often up to 154 µM), inactives show top-dose activation, usual class: activators; hit rate 0.073% among 360,000; AID 720707; further: potency means the concentration at half of the fitted maximal effect; nearly all actives have a fitted effect of over 60% in size
Target sequence (O95398 whole entry, looked up): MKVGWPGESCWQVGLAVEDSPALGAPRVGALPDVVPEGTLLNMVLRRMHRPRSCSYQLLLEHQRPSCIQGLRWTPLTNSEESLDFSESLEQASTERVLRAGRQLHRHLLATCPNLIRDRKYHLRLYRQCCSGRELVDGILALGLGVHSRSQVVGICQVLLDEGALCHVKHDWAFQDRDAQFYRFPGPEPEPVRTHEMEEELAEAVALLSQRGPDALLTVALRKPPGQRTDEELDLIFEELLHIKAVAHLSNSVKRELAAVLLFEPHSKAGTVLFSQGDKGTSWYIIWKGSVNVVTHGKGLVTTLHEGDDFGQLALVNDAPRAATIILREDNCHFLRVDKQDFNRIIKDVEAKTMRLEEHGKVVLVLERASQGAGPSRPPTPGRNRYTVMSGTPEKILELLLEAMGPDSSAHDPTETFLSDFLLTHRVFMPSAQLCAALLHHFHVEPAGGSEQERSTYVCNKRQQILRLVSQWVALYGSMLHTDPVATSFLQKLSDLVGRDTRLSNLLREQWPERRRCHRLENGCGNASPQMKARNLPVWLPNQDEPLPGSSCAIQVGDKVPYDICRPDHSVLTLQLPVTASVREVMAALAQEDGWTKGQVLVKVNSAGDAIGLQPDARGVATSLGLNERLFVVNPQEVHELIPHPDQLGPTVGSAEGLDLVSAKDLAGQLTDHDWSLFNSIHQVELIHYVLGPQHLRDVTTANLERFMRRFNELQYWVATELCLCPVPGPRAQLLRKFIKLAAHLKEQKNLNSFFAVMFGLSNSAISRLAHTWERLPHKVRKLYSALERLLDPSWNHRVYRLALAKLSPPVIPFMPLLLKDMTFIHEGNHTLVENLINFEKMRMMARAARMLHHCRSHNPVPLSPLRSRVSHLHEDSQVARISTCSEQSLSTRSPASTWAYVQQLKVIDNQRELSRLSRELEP
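Compounds were pinned as a concentration titration into mixtures of EPAC1 (100 nM), BODIPY-GDP-loaded Rap1B (250 nM) and GDP (50 uM). After 5 min at room temperature, fluorescence was followed for 30 min; activity was scaled to 6.5 mM cAMP.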
WRN inhibitor: blocks human WRN helicase | Q14191 | WRN helicase unwinding, fluorescent forked duplex, kinetic | Potency, µM (highest dose often 114 µM), without a hit: at the top dose activity change, negative = inhibition, hits mostly inhibitors | hit rate 0.46% among 360,000; further: potency means the concentration at half of the fitted maximal effect; on the % scale 0 is the no-effect control and ±100 the full control effect; nearly all actives have a fitted effect of over 55% in size
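Kinetic fluorescence helicase assay: unwinding of a quenched forked DNA duplex (100 nM final) with 2 mM ATP final raises red fluorescence (525/598 nm). Compounds sat 15 min at room temperature with 20 nM WRN beforehand.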
EPAC2 agonist: agonists of human EPAC2 (RAPGEF4). EPAC2 activation, biochemical qHTS; response scale: 100% = 6.5 mM cAMP response. Q8WZA2. hit rate 0.079% among 360,000. Potency, µM (doses to about 154 µM), for inactives: top-dose activation, hits mostly activators; further: potency means the concentration at half of the fitted maximal effect; nearly all actives have a fitted effect of over 50% in size
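EPAC2 (100 nM) mixed with Rap1B loaded with BODIPY-GDP (250 nM) plus 50 uM unlabeled GDP; compounds pinned in, 5 min RT, then read every 5 min for 30 min (ex 480, em 540 nm). Normalized to cAMP control.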
PI5P4K alpha inh: blocks human PI5P4K alpha kinase activity | P48426 | PI5P4Kalpha enzyme, ADP-Glo luminescence, 60 min; stronger effect = lower value | max response, % | hit rate 1.2% among 330,000; active means max response of -50% or lower; inconclusive means between -30% and -50%; inactive means -30% or higher; further: value at the top dose of about 77 µM; on the % scale 0 is the no-effect control and ±100 the full control effect
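Controls without substrate or without enzyme flank wells where PI5P4Kalpha converts substrate using 5 microM ATP (final). Incubation lasts 60 minutes at room temperature; ADP formed is read by ADP-Glo luminescence.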
IL2 activator: activators of IL-2. IL-2 activation reporter assay, cell-based qHTS; stimulated with anti-CD3/CD4/CD28 beads; in transgenic mouse T cells. activation, % (series mostly up to about 46 µM). hit rate 0.065% among 360,000. AID 652025; in the data active means activation above about 50%; inconclusive means mostly about 30% to 49%; further: 0% is about no effect
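EGFP and DsRed fluorescence is measured by plate cytometry in unstimulated transgenic mouse T cells exposed to compound for 60 minutes, then stimulated 18 hours at 37 degrees C with anti-CD3/anti-CD4 beads plus anti-CD28.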
EPAC1 antag: EPAC1 (human) antagonism; EPAC1 GEF assay, Rap1b-BODIPY-GDP exchange fluorescence; AID 720709; hit rate 0.14% among 360,000; Potency, µM (top dose mostly 115 µM), for the others: top-dose activity change, negative = inhibition, hits mostly inhibitors; O95398;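 further: potency means the concentration at half of the fitted maximal effect; plate controls were vehicle for no effect and positive control for full effect; nearly all actives have a fitted effect of over 50% in size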
PLK1 PBD block: inhibitors of human PLK1 polo-box domain binding | P53350 | Plk1 PBD binding of FITC phosphopeptide, fluorescence polarization | Potency, µM, for the others: max response, negative = inhibition, actives largely listed as inhibitors | hit rate 2.8% among 360,000 | AID 720504; further: potency means the concentration at half of the fitted maximal effect; series mostly up to about 57 µM; on the % scale 0 is the no-effect control and ±100 the full control effect; nearly all actives have a fitted effect of over 65% in size
The depositor's hits bear a star; ? = inconclusive; / = no result given; [ ] = dose if it differs, or a comment. Unless noted, the call rests on the fitted dose curve; in most records, active means well fitted curve in the direction sought with a large enough effect; inconclusive means small, poorly fitted or top-dose-only effect, or another doubt; inactive means no such curve, though single readings can be large; an effect the other way counts as inactive or inconclusive.

SMILES | CCT chaperon mod | EPAC1 agonist | WRN inhibitor | EPAC2 agonist | PI5P4K alpha inh | IL2 activator | EPAC1 antag | PLK1 PBD block
O=C(c1ccc(Cn2c(=O)[nH]c3ccccc3c2=O)cc1)N1CCN(c2ccccn2)CC1 | -1.3 | -5% | 3% | 9% | 3 | -1.6 | 8% | 3%
CCOC(=O)/C(=N\Nc1ncnc2ccccc12)c1ccc(C)cc1 | 0.3 | -3% | -11% | -4% | -16 | -0.3 | ? | -16%
CCCCS(=O)(=O)C(=C1Nc2ccccc2N1)S(=O)(=O)CCCC | -1.5 | 15% | -2% | 4% | 2 | 0.4 | 0% | -5%
Cc1ccc(CNC(=O)c2cc3cc(Br)ccc3oc2=N)cc1 | 1.0 | -9% | -1% | -7% | 0 | -3.7 | 11% | 0%
COc1ccc(N(CC(=O)N2CCN(c3ccccc3)CC2)S(=O)(=O)c2ccc(C)cc2)cc1 | 0.7 | 7% | -4% | 6% | 1 | 0.0 | -20% | 3%
CC[C@]12c3[nH]c4ccc(Cl)cc4c3CCN1C(=O)[C@@H](CC(=O)NCc1ccc(OC)c(OC)c1)C[C@@H]2C(=O)N1CCN(C(=O)C2CC2)CC1 | 0.3 | -5% | 0% | -1% | 1 | 1.5 | -14% | -4%
Cc1oc2cc3oc(=O)c(CCC(=O)NCCCn4ccnc4)c(C)c3cc2c1C | -4.3 | -19% | 9% | 4% | 1 | -0.4 | -10% | -11%
COc1cc(OC)cc(C(=O)N[C@H](C(=O)Nc2cccc(S(=O)(=O)N3CCCC3)c2)C(C)C)c1 | 0.1 | 5% | -14% | 1% | -5 | -2.5 | -1% | 4%
CCOC(=O)c1[nH]c(COC(=O)CCCOc2ccccc2)c(C(=O)OCC)c1C | -3.3 | -9% | -5% | -3% | 20 | 0.1 | -5% | 4%
Cn1c(SCc2ccc([N+](=O)[O-])cc2)nnc1-c1cccnc1 | -2.0 | -3% | -1% | 1% | -4 | -3.6 | 11% | -8%
CN(C)c1ccnc2sc3c(SCc4ccc(Cl)cc4)ncnc3c12 | 0.2 | -3% | 1%[57.1 µM] | -1% | 1 | -1.6 | 5% | 1%
COc1ccc(CSc2nnc(C)n2N)cc1[N+](=O)[O-] | 0.4 | 5% | 4% | 9% | -5 | -0.2 | -8% | -1%
O=C(Nc1ccc(Br)cc1)c1cc2ccccn2n1 | 0.6 | 15% | -6% | 5% | 2 | -2.3 | -15% | -15%
COc1ccc(NS(=O)(=O)c2csc(C(=O)N3CCCC3)c2)cc1 | -3.0 | -6% | 0% | 6% | 3 | -0.3 | -2% | -14%
COC(=O)c1ccc(CSc2nc3c(c(=O)n2-c2ccc(F)cc2)SCC3)o1 | -0.4 | 11% | -8% | 13% | / | -0.6 | -4% | -4%
CCCOc1ccc(N2C(=O)CC(N3CCN(c4ccc([N+](=O)[O-])cc4)CC3)C2=O)cc1 (configuration not stated) | -1.1 | 0% | -1% | 3% | 5 | 0.3 | 0% | -10%
COc1ccc(-n2nc(C(=O)N(C)C)nc2-c2ccccc2)cc1 | 0.8 | 0% | -2% | -3% | 1 | -1.5 | 0% | 0%
O=C(NCC1CCCO1)C1CCCN(Cc2cnn(-c3ccccc3)c2-n2cccc2)C1 (configuration not stated) | -3.3 | 3% | 1% | 0% | 1 | 0.7 | 9% | -12%
Cc1ccc(-n2c(=O)[nH]c3ncccc3c2=O)cc1 | -0.3 | 1% | 4% | 9% | 3 | -0.6 | -14% | -8%
CN1C(=O)NC(c2ccc(O)cc2)C2=C1CN(c1ccccc1)C2=O (configuration not stated) | -3.8 | 15% | 3% | 9% | -28 | -1.9 | 13% | 24µM*
CCc1nnc(NS(=O)(=O)c2ccc(NS(=O)(=O)c3ccccc3)cc2)s1 | -0.9 | -1% | -9% | 3% | / | -2.1 | -16% | -3%
Cc1ccc(Cl)cc1NC(=O)COC(=O)C1CC1 | -3.4 | -2% | 3% | -1% | -3 | 0.1 | -4% | -5%
c1ccc(NCc2cccc3ccccc23)nc1 | -0.8 | 10% | -2% | 16% | 0 | 0.5 | -13% | 3%
Cc1nc(-c2nc(-c3c(C(=O)NNC(=O)Nc4ccccc4)noc3C)cs2)cs1 | -0.2 | 6% | 0% | 7% | -1 | -0.5 | -9% | -1%
Cc1ccccc1NC(=O)C(=Cc1ccc(C(=O)O)cc1)C(=O)Nc1ccccc1C | 1.3 | -3% | -19% | -4% | 0 | -6.5 | ? | -6%
COc1ccc(-c2c(C)oc3ccc(C)cc23)cc1 | -1.9 | 4% | 7% | -2% | / | -4.0 | 4% | -5%
COc1ccc(-c2nc3c(C)cc(Br)cn3c2CC2CCCCC2)cc1OC | 0.0 | 0% | -1% | -2% | 19 | -0.7 | -6% | 5%
CCN(CC)c1ccc(NC(=O)C2CCCN(S(=O)(=O)c3cnc[nH]3)C2)c(C)c1 (configuration not stated) | -1.7 | -19% | 5% | 7% | 4 | -1.4 | -19% | ?
O=C(NC1CCN(S(=O)(=O)c2ccccc2F)CC1)c1ccco1 | -0.2 | -4% | -15% | 0% | 1 | -2.2 | -20% | -5%
CCCCCC(=O)N1CCN(S(=O)(=O)c2ccc3c(c2)OCCO3)CC1 | 1.1 | 65% | -14% | -3% | 8 | 0.8 | -13% | -4%
Cc1nnc(C)n1/N=C/C=C/c1ccccc1 | 1.4 | 10% | -8% | -4% | 8 | -0.1 | -8% | -2%
CC(C)(CO)CN1CCC(n2nccc2NC(=O)C2CCOC2)CC1 (configuration not stated) | 1.8 | -10% | 7% | -4% | 2 | 1.1 | 19% | 4%
O=C1S/C(=C\c2ccccn2)C(=O)N1Cc1ccccc1F | -1.5 | 9% | -16% | 6% | -4 | -3.1 | -8% | -4%
COc1ccc(C2CC(c3ccc(F)cc3)n3nc(NS(C)(=O)=O)nc3N2)cc1 (configuration not stated) | -0.5 | 5% | -11% | -6% | 4 | 0.1 | -23% | -13%
C=C(C)CSc1nnc2n(N)c(=O)c3ccccc3n12 | -2.6 | 0% | -4% | 4% | 13 | -0.2 | -9% | 2%
COc1ccc(C2(C(=O)Nc3ccc(S(=O)(=O)Nc4nc(C)cc(C)n4)cc3)CCCC2)cc1OC | -0.7 | -2% | -15% | -8% | 0 | 0.8 | -13% | -4%
CCCCNCc1cc2ccccc2o1 | -1.7 | 17% | -4% | 3% | 2 | 0.2 | -25% | -5%
O=C(NCCCN1CCN(c2cccc(Cl)c2)CC1)C1CCC(=O)N1Cc1ccccc1Cl (configuration not stated) | 0.0 | 4% | -3% | 11% | 6 | 0.2 | 3% | -4%
COc1ccc(OC)c(NC(=O)CCNS(=O)(=O)c2cccs2)c1 | 1.5 | 1% | -10% | 9% | 0 | -2.2 | 4% | 2%
C#CCOCCOCCOCCNc1nc(N2CCN(C(=O)[C@H]([C@@H](C)CC)n3cc(CCC(=O)O)nn3)CC2)nc(N2CCN(C(=O)[C@H](Cc3ccc(O)cc3)n3cc(CCO)nn3)CC2)n1 | -17 | 0% | -11% | -1% | -2 | 0.5 | -1% | -3%
CCSCc1nnc(SCC(=O)Nc2nc3ccccc3s2)n1C | 0.5 | 1% | 0% | 7% | -5 | -0.3 | 2% | -1%
O=C(Nc1ccc(F)cc1F)N1CCCN(c2ccc(C(F)(F)F)cn2)CC1 | 2.2 | 1% | -9% | 3% | 2 | -2.4 | -9% | -1%
CCN1CCN(c2nc(Nc3ccc(OC)cc3)nc(N)c2[N+](=O)[O-])CC1 | -2.7 | 10% | 4% | 12% | -1 | -2.6 | 16% | -6%
Cc1cc(OCCCCNC(C)C)cc(C(C)C)c1 | -0.6 | -23% | 21% | 7% | 6 | -0.1 | -8% | 2%
Cc1ccccc1NS(=O)(=O)c1cc(S(C)(=O)=O)ccc1Cl | -1.4 | 0% | -2% | 0% | / | 4.0 | 3% | -2%
CCN(CC(=O)NCc1cccs1)C(=O)c1ccccc1Cl | -1.2 | -2% | 1% | 3% | 0 | 1.3 | 2% | 4%
CC(C)Oc1ccc(/C(O)=C2/C(=O)C(=O)N(CCN(C)C)C2c2ccco2)cc1 (configuration not stated) | -3.9 | 10% | -3% | 4% | -8 | -0.8 | 5% | -5%
Cc1cccc(N2CCN(C(=O)c3ccc(S(=O)(=O)N(C)c4ccccc4)cc3)CC2)c1C | -2.8 | 1% | 0% | -2% | 4 | -0.9 | -1% | -7%
CC(C)C(=O)Nc1ccc(Oc2ccc3c(c2)C(=O)NC3=O)cc1 | 0.9 | 0% | 0% | 3% | 2 | 0.1 | -18% | -1%

Exported with two lines to a compound: 8 of the compounds above
Under each structure: CCT chaperon mod	EPAC1 agonist	WRN inhibitor	EPAC2 agonist	PI5P4K alpha inh	IL2 activator	EPAC1 antag	PLK1 PBD block
> O=C(Nc1ccc(F)cc1F)N1CCCN(c2ccc(C(F)(F)F)cn2)CC1
  2.2	1%	-9%	3%	2	-2.4	-9%	-1%
> CCN1CCN(c2nc(Nc3ccc(OC)cc3)nc(N)c2[N+](=O)[O-])CC1
  -2.7	10%	4%	12%	-1	-2.6	16%	-6%
> Cc1cc(OCCCCNC(C)C)cc(C(C)C)c1
  -0.6	-23%	21%	7%	6	-0.1	-8%	2%
> Cc1ccccc1NS(=O)(=O)c1cc(S(C)(=O)=O)ccc1Cl
  -1.4	0%	-2%	0%	/	4.0	3%	-2%
> CCN(CC(=O)NCc1cccs1)C(=O)c1ccccc1Cl
  -1.2	-2%	1%	3%	0	1.3	2%	4%
> CC(C)Oc1ccc(/C(O)=C2/C(=O)C(=O)N(CCN(C)C)C2c2ccco2)cc1 (configuration not stated)
  -3.9	10%	-3%	4%	-8	-0.8	5%	-5%
> Cc1cccc(N2CCN(C(=O)c3ccc(S(=O)(=O)N(C)c4ccccc4)cc3)CC2)c1C
  -2.8	1%	0%	-2%	4	-0.9	-1%	-7%
> CC(C)C(=O)Nc1ccc(Oc2ccc3c(c2)C(=O)NC3=O)cc1
  0.9	0%	0%	3%	2	0.1	-18%	-1%

High-throughput results as filed in PubChem.

These rows are one share of the data; count on the stated rates, not on these rows.
